Screening data deposited in PubChem BioAssay by ICCB-Longwood Screening Facility, Harvard Medical School.
PV pol inh: inhibitors of poliovirus RNA polymerase binding and polymerization. P03300. poliovirus polymerase elongation, fluorescence polarization; stronger effect = lower value. % elongation, % (compound at 16.7 µg/mL). AID 588519. actives 0.66% (n = 150,000); in the data active means % elongation below about 90%; further: some results filed as inactive read as strong as hits
Target sequence (P03300 1749-2209 limits assumed): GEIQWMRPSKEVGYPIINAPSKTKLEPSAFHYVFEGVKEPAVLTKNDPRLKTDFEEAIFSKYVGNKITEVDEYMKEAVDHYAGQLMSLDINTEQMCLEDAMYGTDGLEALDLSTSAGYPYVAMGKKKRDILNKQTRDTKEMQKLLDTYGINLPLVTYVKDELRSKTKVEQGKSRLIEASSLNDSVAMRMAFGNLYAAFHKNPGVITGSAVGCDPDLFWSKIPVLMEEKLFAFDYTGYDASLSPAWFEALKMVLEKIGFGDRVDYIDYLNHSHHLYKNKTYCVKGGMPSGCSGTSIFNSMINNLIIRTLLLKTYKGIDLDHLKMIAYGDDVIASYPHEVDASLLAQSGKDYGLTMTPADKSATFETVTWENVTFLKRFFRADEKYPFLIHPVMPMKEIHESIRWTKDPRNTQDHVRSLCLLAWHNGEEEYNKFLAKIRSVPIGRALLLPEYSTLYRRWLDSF
PV pol inh FP z-score: second read-out of PV pol inh, no call of its own (marks repeat the call); z-score; measured here: FP z-score; hits read low
Starred values were filed as active, the others as inactive.

Start of the listing, in advance (16 entries):
SMILES	PV pol inh	PV pol inh FP z-score
CCCc1nc2ccccc2n1CC(=O)Nc1ccc(OC)cc1OC	100	-0.1
O=C(NC12CC3CC(CC(C3)C1)C2)n1ncc2cc(Cl)ccc21	104	0.7
COc1ccc(NS(=O)(=O)c2cc(Br)cc3c2N(C(=O)C2CC2)CC3)cc1OC	99	-0.5
COc1cc2ccccc2cc1C(=O)Nc1cccc(-c2nc3ccccc3o2)c1	103	0
CC(C)N(Cc1ccccc1)C(=O)Cc1noc2ccccc12	104	0.1
c1ccc(C2CC(c3ccco3)n3ncnc3N2)cc1 (stereo not given)	101	-0.3
COc1ccc(N(C(=O)c2ccc(OC)c(OC)c2)S(=O)(=O)c2ccc(Cl)cc2)cc1	101	-0.6
Cc1c(-c2nsc(NC(=O)c3cccs3)n2)nnn1-c1ccc(F)cc1	106	-0.2
CSc1nc2sc3c(c2c(=O)n1-c1ccccc1)CCN(C(C)=O)C3	101	-0.1
Cc1cc(C2N=C(N)Nc3nc4ccccc4n32)c(C)n1-c1ccccc1F (stereo not given)	102	-0.2
O=C(Nc1cccc(-c2nc3cc(Cl)ccc3o2)c1)c1cc([N+](=O)[O-])ccc1N1CCOCC1	107	0.7
O=C(NCc1cccc(Cl)c1)c1ccc(COc2ccc(Cl)cc2)o1	103	0.1
Cc1cc2c(cc1S(=O)(=O)CCC(=O)N(C)C1CCCCC1)OCC(=O)N2	105	-0.2
CCn1nnc2c(N3CCC(O)CC3)ncnc21	103	0.2
O=C(Nc1ccc(Cl)c(-c2nc3cc(Cl)ccc3o2)c1)c1cc([N+](=O)[O-])ccc1N1CCOCC1	102	-0.4
O=C1CNC(=S)N1CCc1ccccc1	123	2.2

Results (from the top)
SMILES	PV pol inh	PV pol inh FP z-score
CCCc1nc2ccccc2n1CC(=O)Nc1ccc(OC)cc1OC	100	-0.1
O=C(NC12CC3CC(CC(C3)C1)C2)n1ncc2cc(Cl)ccc21	104	0.7
COc1ccc(NS(=O)(=O)c2cc(Br)cc3c2N(C(=O)C2CC2)CC3)cc1OC	99	-0.5
COc1cc2ccccc2cc1C(=O)Nc1cccc(-c2nc3ccccc3o2)c1	103	0
CC(C)N(Cc1ccccc1)C(=O)Cc1noc2ccccc12	104	0.1
c1ccc(C2CC(c3ccco3)n3ncnc3N2)cc1 (stereo not given)	101	-0.3
COc1ccc(N(C(=O)c2ccc(OC)c(OC)c2)S(=O)(=O)c2ccc(Cl)cc2)cc1	101	-0.6
Cc1c(-c2nsc(NC(=O)c3cccs3)n2)nnn1-c1ccc(F)cc1	106	-0.2
CSc1nc2sc3c(c2c(=O)n1-c1ccccc1)CCN(C(C)=O)C3	101	-0.1
Cc1cc(C2N=C(N)Nc3nc4ccccc4n32)c(C)n1-c1ccccc1F (stereo not given)	102	-0.2
O=C(Nc1cccc(-c2nc3cc(Cl)ccc3o2)c1)c1cc([N+](=O)[O-])ccc1N1CCOCC1	107	0.7
O=C(NCc1cccc(Cl)c1)c1ccc(COc2ccc(Cl)cc2)o1	103	0.1
Cc1cc2c(cc1S(=O)(=O)CCC(=O)N(C)C1CCCCC1)OCC(=O)N2	105	-0.2
CCn1nnc2c(N3CCC(O)CC3)ncnc21	103	0.2
O=C(Nc1ccc(Cl)c(-c2nc3cc(Cl)ccc3o2)c1)c1cc([N+](=O)[O-])ccc1N1CCOCC1	102	-0.4
O=C1CNC(=S)N1CCc1ccccc1	123	2.2
CNC(=O)c1ccc2c(c1)CCN2S(C)(=O)=O	100	-1.1
CCOC(=O)CSc1nc2ccccc2c(=O)n1-c1cccc(C)c1	103	-0.4
O=C(CN1CCN(S(=O)(=O)c2ccccc2)CC1)Nc1ccc(N2CCOCC2)cc1	105	0.3
COc1ccccc1N1CCN(c2ccc(=O)n(CC(=O)Nc3cc(F)ccc3C)n2)CC1	110	0.5
Cc1ccccc1-c1nc(CS(=O)(=O)CC(=O)NCCN2CCOCC2)c(C)o1	99	-0.9
CCOCC(=O)OCc1ccc(COC(=O)COCC)cc1	97	-0.7
O=C1COc2ccc(-c3csc(=Nc4ccc(F)cc4)n3/N=C/c3ccc(O)c(O)c3)cc2N1	83*	-2.2*
O=C(Nc1ccccc1Br)C1CCCN(S(=O)(=O)c2cccc3nsnc23)C1 (stereo not given)	108	0.1
O=C(NN1C(=O)C2C3C=CC(C3)C2C1=O)c1ccccc1 (stereo not given)	106	1.7

New compounds follow:
SMILES	PV pol inh	PV pol inh FP z-score
CCCN(CC(=O)Nc1cc(Cl)ccc1Cl)C(=O)CSc1nnc(-c2ccc(OC)cc2)o1	100	-0.4
Cc1ccc(N2CCN(S(=O)(=O)N3CCOCC3)CC2)cc1Cl	101	0
CCOc1ccccc1CNC(=O)CCC(=O)N1CC(C)Oc2ccc(Cl)cc21 (stereo not given)	103	-0.2
O=C(Cc1csc(-c2ccccc2)n1)N1CCCC1c1cccs1 (stereo not given)	107	0.8
O=C(CCN1c2ccccc2Sc2ccccc21)N1CCN(C(=O)c2ccco2)CC1	103	0
O=C1OC2(C(=O)c3ccccc3C2=O)/C(=C(\O)c2ccc(F)cc2)C1=O	97	-1.1
O=C(Nc1ccccc1)Nc1ccc2c(c1)nc1n2CCN(Cc2ccccc2)C1	97	-0.8
CC(NC(=O)c1ccccc1)C1COc2ccccc2O1 (stereo not given)	103	0
CC(=O)c1cccc(NC(=O)CCS(=O)(=O)c2ccc3c(c2)n(C)c(=O)c(=O)n3C)c1	107	0.1
CC(C)NC(=O)CC1(C(=O)O)CCCC1	103	0
Cc1occc1C(=O)Nc1ccc(F)c(F)c1	110	0.7
CCCN(CCC)C(=O)Cn1c(=O)n(CCCCCC(=O)Nc2ccccc2)c(=O)c2sccc21	110	0.9
COc1cc(C(=O)NCc2ccc3c(c2)CCN3C(=O)c2ccc(Cl)cc2)cc(OC)c1OC	104	-0.6
CCNS(=O)(=O)c1ccc(NC(=O)CSc2nc(-c3ccco3)cc(C(F)(F)F)n2)cc1	107	0.7
CCN1C=C(C(=O)OC)C(c2ccc(Cl)cc2)C(C(=O)OC)=C1	105	0.2
CC(=O)N1CCN(c2ccc(NC(=O)COc3cc(C)c(Cl)c(C)c3)cc2)CC1	101	-1.1
Cc1ccn2c(NC(=O)c3ccc(C)c(C)c3)c(-c3cccs3)nc2c1	99	-0.2
CC(=O)Nc1ccc(C)cc1-c1nc2ccccc2n(CC(=O)c2ccc(C)c(C)c2)c1=O	100	-1.1
c1cnc(Sc2nc3ccccc3s2)nc1	106	0.6
CC(=O)Nc1ccc(C(=O)OCC(=O)N2CCCCC2C)cc1 (stereo not given)	107	0.7
CCOC(=O)c1cccc(NC(=O)c2cc3c(=O)n(Cc4cccnc4)ccc3nc2C)c1	115	1.8
CN(C)c1cccc(C(=O)NN2C(=O)NC3(CCCCC3)C2=O)c1	104	0
CCCc1nc2ccccc2n1CC(=O)Nc1ccc(S(=O)(=O)N(C)C)cc1	102	-0.1
COC(=O)C1CN(C(=O)COc2ccccc2)c2ccccc2O1 (stereo not given)	101	-0.5
Cc1ccc(NC(=O)c2cc(-c3cccs3)nc3ccccc23)c(C)c1	108	0.9

Further compounds.
SMILES	PV pol inh	PV pol inh FP z-score
CN=c1scc(-c2ccc(F)cc2)n1/N=C/c1ccc(C)o1	99	-0.2
CCC(=O)C1=C(c2cccc(OC)c2)N(C(=O)CC)n2c(nnc2C2CCCCC2)S1	107	0.3
C=CCn1c(=O)c2ccccc2n2c(=S)[nH]nc12	103	0.1
Cc1nc(N2CCCC2)c2c(C(=O)Nc3ccc(C)c(Cl)c3)c(C)oc2n1	112	0.6
O/N=C1\CCCc2c1nc(-c1ccccc1Cl)n2O	106	0.3
O=C(O)c1c2c(nc3ccccc13)-c1ccccc1CC2	101	-0.3
COc1ccc(NC(=O)Cn2c(SCc3cccc(Cl)c3)nc3ccncc32)c(OC)c1OC	103	-1.5
Cc1cc(NS(=O)(=O)c2ccc3c(c2)CC(=O)N3)ccc1Br	103	0.1
S=C(NCC1CCCO1)NC1CC1 (stereo not given)	101	0.2
Cc1ccc(C(=O)c2cn(Cc3ccccc3F)c3cc4c(cc3c2=O)OCCO4)cc1	109	0.4
Cc1ccc(S(=O)(=O)N2CCc3cc(C(=O)Nc4ccc(C(F)(F)F)cc4)ccc32)cc1	111	1.3
Cc1ccc2oc(=O)n(CC/C(N)=N/OC(=O)c3ccccc3)c2c1	103	0.5
COC(=O)c1cc2sccc2n1C(C)C(=O)N(C)c1ccc(F)cc1 (stereo not given)	102	0.1
Cc1cccc(N(C)S(=O)(=O)c2cc3c(cc2Cl)NC(=O)CO3)c1	107	0.2
COc1cc(NS(=O)(=O)c2cc(C)c(Cl)cc2C)c(C(=O)O)cc1OC	101	-0.2
Cc1ccc2nc(S/C=C/C(=O)c3ccccc3)[nH]c2c1	94	-1.2
CCN(CC)C(=O)Cn1c(=O)cc(C)c2c(C)nn(-c3ccc(C)cc3)c21	103	-0.7
COc1cccc(N2CCN(C(=O)c3cccc(-n4c(C)nc5cccnc54)c3)CC2)c1	110	0.6
COc1ccc(CCNC(=O)CCn2c(=O)c3ccccc3n(CC(=O)Nc3ccccc3F)c2=O)cc1OC	104	-0.7
CCCCOc1ccccc1C(=O)Nc1nonc1-c1ccccc1	103	-0.6
CCOc1ccc(C(=S)N2CCN(C)CC2)cc1	99	-0.2
Cc1ccc(-n2c(N)c(C(=O)NCC(C)C)c3nc4ccccc4nc32)cc1	102	0
N#C/C(=C1\CCCN1)c1nc2ccccc2s1	101	-0.2
COc1cc2c(cc1OC)C(c1cc3cc4c(cc3[nH]c1=O)OCO4)N(C(=O)C1CCC1)CC2 (stereo not given)	105	1.8
CCCCC(=O)Nc1nnc(SCc2cc(=O)n3cc(C)ccc3n2)s1	110	0.9

Further entries.
SMILES	PV pol inh	PV pol inh FP z-score
O=C1NC(c2ccc(O)cc2)C(C(=O)c2ccccc2)C(O)(C(F)(F)F)N1 (stereo not given)	102	0
O=C1OCCC1Oc1ncnc2ccccc12 (stereo not given)	103	0
Cc1ccc2[nH]cc(C(=O)N3CCCCC3)c(=O)c2c1	102	-0.1
CC(=O)Nc1cccc(C(=O)Nc2ccc(N3CCCCC3)cc2)c1	104	0.4
COc1ccccc1CNC(=O)c1ccc2nc3c(cc2c1)CCS3	102	0.3
COc1ccc(CNC(=O)c2ccc3c(c2)nc2n3CCCCC2)c(OC)c1	105	-0.7
Cc1ccc2[nH]c3c(=O)n(CC(=O)NC(C)C)ncc3c2c1	103	-0.1
CCOC(=O)C1=C(c2ccccc2)NC(=O)NC1c1ccc(OC)c(OC)c1 (stereo not given)	99	0.1
CC(C)N(Cc1nc(-c2ccccc2)no1)C(=O)c1ccccc1	104	0.8
CCCN(C(=O)Cn1cnc2onc(-c3ccc(F)cc3)c2c1=O)c1cccc(Cl)c1	97	-0.5
COc1ccc(CNC(=O)C(=O)Nc2ccc(OC)cc2OC)cc1	101	-0.6
O=C1CC(CSc2nnnn2-c2ccccc2)=NN1	103	0.7
Cc1ccc(-c2noc(-c3ccc(NCC4CCCO4)c([N+](=O)[O-])c3)n2)cc1 (stereo not given)	109	0.2
Cc1ccc(C(C)C)c(OCc2ccc(N)cc2)c1	102	0.1
O=C(/C=C/Nc1ccccc1)C(F)(F)F	100	-0.1
Cc1[nH]c2ccccc2c1C(=O)CN1CC(C)OC(C)C1 (stereo not given)	101	0
N#CC(c1ccccc1)C12CC3CC(CC(C3)C1)C2 (stereo not given)	103	0.2
CS(=O)(=O)Nc1ccc2[nH]c(=O)c(=O)[nH]c2c1	101	0.2
CC(C)=CCCC1=CCC(/C=N/NC(N)=O)C(C)C1 (stereo not given)	102	0.3
NC(=O)COc1ccc(S(=O)(=O)N2CCCCC2)cc1	99	-0.2
O=C(NC1CCCC1)c1cccc2c1C(=O)N(C1CCCCC1)C2	104	1.2
O=C(CSc1ncn[nH]1)N1CCOCC1	102	0.1
NC(=O)C1CCN(C(=O)c2ccc3c(c2)S(=O)(=O)c2ccccc2C3=O)CC1	102	0.1
O=C(O)C1CCCCC1C(=O)Nc1cccc(F)c1 (stereo not given)	101	-0.5
COc1ccc(C(=O)Oc2c(Sc3ccc(C)cc3)c(C)nn2C(C)(C)C)cc1OC	101	-1.3

Full records as entered above. Order of screens: PV pol inh, PV pol inh FP z-score
Cc1c(-c2nsc(NC(=O)c3cccs3)n2)nnn1-c1ccc(F)cc1 is entered as 106, -0.2
CC(C)N(Cc1nc(-c2ccccc2)no1)C(=O)c1ccccc1 is entered as 104, 0.8

Additional records.
SMILES	PV pol inh	PV pol inh FP z-score
Cc1ccc(S(=O)(=O)NC2=NCN(CCN3CCOCC3)CN2)cc1	104	0.4
CCCC1C2CN(C(C)C)CC=C2C(C#N)=C(N)C1(C#N)C#N (stereo not given)	73	-5.1
Cn1c(=O)n(C)c2cc(N3CCOCC3)c(NC(=O)c3ccc(Cl)cc3)cc21	100	-1.5
CN1CCC(n2nccc2NC(=O)c2cccnc2Sc2ccccc2)CC1	106	0.8
Cc1ccc(Cl)cc1NC(=S)N(N)CCO	106	0.6
O=C(c1ccc2c(c1)sc1nc(-c3ccccc3)cn12)N1CCN(C(=O)c2ccco2)CC1	106	2.1
Cc1ccccc1NS(=O)(=O)c1ccc2c(c1)CCN2C(=O)C1CCC1	102	-0.2
CC(C)NS(=O)(=O)c1ccc(OCC(=O)N2CCCCC2)cc1	102	0.1
CCC(C)c1ccc(NC(=O)C2CC(=O)N(c3ccc(C)cc3)C2)cc1 (stereo not given)	104	0.5
COc1cccc(-c2nnc3sc(CN4CCCCC4)cn23)c1	106	-0.2
O=C1NNC(SCc2ccc(Br)cc2)=Nc2ccccc21	106	0.3
Cc1nn(-c2ccccc2)c(OC(=O)c2ccc(Br)cc2)c1S(=O)(=O)c1ccccc1	107	-0.5
Cc1oc2ncnc(N3CCCCC3)c2c1C(=O)NCC1CCN(Cc2ccccc2F)CC1	107	0
CCNc1nc(NCC)nc(SCCOc2ccc(Br)cc2)n1	101	-0.2
COCCNC(=O)c1ccc(CS(=O)c2cccc(C)c2)o1 (stereo not given)	101	-0.5
CON(C)S(=O)(=O)c1cc(C(=O)OC(C)C(=O)Nc2ccc(N3CCOCC3)cc2)ccc1Cl (stereo not given)	104	0.1
COc1ccc(CNC(C(=O)NC(N)=O)C(C)C)cc1OC (stereo not given)	102	-0.1
CC(C)Cn1c(=O)c2ccccc2n2c(CCC(=O)N3CCN(c4ccccc4F)CC3)nnc12	108	1.3

Not all compounds are listed; rates above refer to the full screens.
